PV pol inh: inhibitors of poliovirus RNA polymerase binding and polymerization. P03300. poliovirus polymerase elongation, fluorescence polarization; active compounds read low. % elongation, % (compound at 16.7 µg/mL). hit rate 0.66% among 150,000. AID 588519; in the data active means % elongation below about 90%; further: some results filed as inactive read as strong as hits
Target sequence (P03300 1749-2209 limits assumed): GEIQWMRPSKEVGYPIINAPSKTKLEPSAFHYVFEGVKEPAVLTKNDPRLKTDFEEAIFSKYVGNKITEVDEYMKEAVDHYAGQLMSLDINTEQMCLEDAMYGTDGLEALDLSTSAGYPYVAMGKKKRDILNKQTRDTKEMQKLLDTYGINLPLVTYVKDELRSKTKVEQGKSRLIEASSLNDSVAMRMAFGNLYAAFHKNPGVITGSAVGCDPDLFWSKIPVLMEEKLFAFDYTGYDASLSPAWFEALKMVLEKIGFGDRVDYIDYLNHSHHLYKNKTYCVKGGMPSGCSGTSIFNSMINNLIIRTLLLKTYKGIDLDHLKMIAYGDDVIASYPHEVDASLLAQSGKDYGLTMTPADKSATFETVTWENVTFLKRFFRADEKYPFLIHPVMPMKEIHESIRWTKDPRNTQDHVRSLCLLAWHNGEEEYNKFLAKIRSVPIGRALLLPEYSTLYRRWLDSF
PV pol inh FP z-score: recorded beside PV pol inh, whose call it bears; z-score; measured here: FP z-score; hits read low
Active calls of the source: *; & = joins results of further samples. An excerpt; the hit share may differ from the screen's.

The first 2 entries as a preview:
SMILES	PV pol inh	PV pol inh FP z-score
Cc1ccc(-c2cn3c4c(=O)n(C)c(=O)n(C)c4nc3n2-c2cccc(Cl)c2)cc1	99	-0.6
CN(CC1COc2ccccc2O1)c1nc(CN2CCOCC2)nc2sc3c(c12)CCCC3 (configuration not stated)	100	-0.4

Main list, repeating the preview:
SMILES	PV pol inh	PV pol inh FP z-score
Cc1ccc(-c2cn3c4c(=O)n(C)c(=O)n(C)c4nc3n2-c2cccc(Cl)c2)cc1	99	-0.6
CN(CC1COc2ccccc2O1)c1nc(CN2CCOCC2)nc2sc3c(c12)CCCC3 (configuration not stated)	100	-0.4
Cc1ccc(NC(=O)CN(C)C(=O)Cn2c(=O)cnc3ccccc32)cc1	104	0.1
COc1ccc(CCNc2ncnc3c2c(-c2ccccc2)cn3-c2ccc(Cl)cc2)cc1OC	108	0.2
COc1ccc(Nc2nc(-c3ccccc3)cs2)cc1	102	0.2
CCCCN1CCC(N)=NC1=O	102	0
O=C(O)c1cnc(-c2ccc(Cl)cc2)nc1	103	0.4
CC(C)n1nc(C(=O)OCc2nc(N)nc(Nc3ccccc3)n2)c2ccccc2c1=O	101	-0.2
Cc1scc(CSCC(=O)O)c1C	105	1.1
COC(=O)c1cnn(-c2ccc(C(=O)Nc3ccc(C(C)=O)cc3)cc2)c1N	106	-0.3
CCc1ccc(NC(=O)CC(NCc2ccccc2)C(=O)O)cc1 (configuration not stated)	102	0.1
O=C(NCc1ccc(Cl)cc1)c1cc2ccccc2oc1=O	104	0.1
CCCCn1c(=N)c(S(=O)(=O)c2ccccc2)cc2c(=O)n3cccc(C)c3nc21	105	0
Cc1cn2c(=O)cc(COC(=O)c3cccc(NC(=O)c4ccccc4Cl)c3)nc2s1	109	0.6
CCNc1nc2c(C)cccc2s1	103	0.7
O=C1COc2ccc(C(=O)COC(=O)[C@@H]3CCCN3S(=O)(=O)c3ccc(Cl)cc3)cc2N1	105	0.5
COc1ccc2c(c1)c1c(c(=O)n(-c3ccc(C)cc3)c(=O)n1CC(=O)Nc1cc(C)ccc1C)n2C	107	-0.2
CCCN(CCC)CCCNC(=O)c1cn(CC)c2ccc(S(=O)(=O)N3CCc4ccccc4C3)cc2c1=O	103	-0.2
COC(=O)c1c(C)[nH]c(C(=O)C(C)n2nnc(-c3ccc(C)cc3)n2)c1C (configuration not stated)	104	0.2
COc1ccc(CCNC(=O)Cn2nc(C)n3c(cc4occc43)c2=O)cc1OC	100	-0.9
Cc1ccc(C)c(N2CCN(C(=O)CS(=O)(=O)c3cccc4nsnc34)CC2)c1	104	-0.9
Cn1c(SCc2nc3ccccc3o2)nnc1C(F)(F)F	104	0.3
O=C(OCc1cc(=O)n2nc(C3CC3)sc2n1)c1ccc(NC(=O)c2ccccc2F)cc1	107	0.2
CCCCCn1c(SCC(=O)N2CCC(C(F)(F)F)CC2)n[nH]c1=O	102	0.1
CC(C)(C)NC(=O)c1ccc(COCC(F)(F)F)o1	99	-0.9
CCc1nc2cc3sc(CC)nc3cc2s1	103	0.3
COc1ccc(C(=O)Cc2ccccc2OC(=O)c2ccccc2)cc1	101	-0.1
COc1ccc(CCn2c(=O)c3cccnc3n(CC(=O)Nc3c(C)cc(C)cc3C)c2=O)cc1OC	107	1.1
CC(C)(C)c1nnc2sc(-c3cccs3)nn12	101	-0.2
CN(CCOC(=O)c1ccccc1)c1cc(C(F)(F)F)nc2ccccc12	105	0.3
CCC(=O)O[C@H]1CCC2C3CCc4cc(O)ccc4C3CC[C@@]21C (some centres not stated)	102	0.4
NNC(=O)c1cc(-c2ccccc2)n[nH]1	104&103	0.1&0.4
NNC(=O)C1C(C(=O)NN)C1c1ccccc1 (configuration not stated)	108	0.7
CC1(NC(=O)c2ccc(C#N)cc2)CCS(=O)(=O)C1 (configuration not stated)	104	0.4
O=C(CN1CCN(C(=O)c2ccco2)CC1)Nc1ccccc1C(F)(F)F	101	-0.6
CC(=O)Nc1cc(C)ccc1C	102	0.1
O=C(CCc1nc2ccccc2c(=O)[nH]1)Nc1cccc(N2CCCC2=O)c1	104	0.3
CCCN1CCN(CCCNC(=O)c2ccc3nc(Cc4ccccc4)oc3c2)CC1	103	-0.8
O=C(Nc1cccc(Cl)c1)c1cc2cc3ccc(Cl)cc3nc2o1	103	0.5
COc1cccc(C(=O)Nc2nc(-c3nnn(-c4cc(C)ccc4C)c3C)ns2)c1	105	-0.3
O=C(CN1C(=O)COc2ccc(S(=O)(=O)N3CCOCC3)cc21)N1CCN(c2cccc(Cl)c2)CC1	102	-0.6
Cc1onc(-c2c(Cl)cccc2Cl)c1C(=O)NC1CSC(C)SC1 (configuration not stated)	109	0.8
COc1ccc(-c2nnc(NC(=O)Cc3ccccc3)o2)cc1	105	1
NC(=O)c1ccccc1NC(=O)CCCOc1ccc(Cl)cc1Cl	108	0.4
O=C(Nc1ccc(Oc2ccccc2)cc1)c1ccc(Cn2c(=O)[nH]c3ccsc3c2=O)cc1	101	0.1
COc1cc2c(=O)n(CCC(=O)NCC3CCCO3)c(=O)n(CC(=O)Nc3ccccc3C)c2cc1OC (configuration not stated)	103	-0.5
CCCCC[C@H](O)/C=C/[C@@H]1[C@@H](CC(=O)CCCCC(=O)O)[C@@H](O)C[C@H]1O	100&100	-0.6&0
CCn1cc(C(=O)NCCC(C)C)c(=O)c2cc(S(=O)(=O)N3CCCCC3)ccc21	104	0.9
CC1=C(C(=O)Nc2cccc(C(F)(F)F)c2)C(c2ccccn2)n2ncnc2N1 (configuration not stated)	110	0.9
CN(Cc1ccccc1)c1ncnc2sccc12	111	1.1
CCN(Cc1cc2cc3c(cc2[nH]c1=O)OCCO3)c1ccc2c(c1)OCCO2	101	-0.1
Nn1c(CSCc2ccccc2)nnc1CSCc1ccccc1	106	0.3
CCCn1cnc2cc(NCc3ccco3)ccc21	98	-0.9
COc1ccc(CNC(=O)CN2C(=O)CCc3ccccc32)cc1	102	0.2
CN(C)c1ccc(Cc2ccc(N(C)C)cc2)cc1	103	-0.1
CC(NC(=O)Nc1c[nH]c2ccccc2c1=O)c1ccncc1 (configuration not stated)	103	0.3
COc1ccccc1CC(=O)Nc1cccc(NC(C)=O)c1	99	-0.3
Cc1ccc2nc(-c3ccc(C)c(NC(=O)Cc4ccccc4)c3)oc2c1	109	0.5
COc1ccc(OC)c(S(=O)(=O)/N=C/N(C)C)c1	103	0
COC(=O)c1ccc(CSc2ccc3nnc(-c4ccc(Cl)cc4)n3n2)o1	103	0.7

Looked up above.
Under PV pol inh FP z-score, CC(NC(=O)Nc1c[nH]c2ccccc2c1=O)c1ccncc1 (configuration not stated) has 0.3
Under PV pol inh FP z-score, CCCCC[C@H](O)/C=C/[C@@H]1[C@@H](CC(=O)CCCCC(=O)O)[C@@H](O)C[C@H]1O has -0.6&0
Under PV pol inh FP z-score, CN(Cc1ccccc1)c1ncnc2sccc12 has 1.1
Under PV pol inh, COc1ccc(-c2nnc(NC(=O)Cc3ccccc3)o2)cc1 has 105
Under PV pol inh FP z-score, COc1ccc(OC)c(S(=O)(=O)/N=C/N(C)C)c1 has 0
Under PV pol inh, COc1ccccc1CC(=O)Nc1cccc(NC(C)=O)c1 has 99

Other structures.
SMILES	PV pol inh	PV pol inh FP z-score
CNS(=O)(=O)c1cccc(C(=O)NCCCN2CCCC2=O)c1	101	-0.2
O=C(Nc1ccc2c(c1)OCO2)c1cc(-c2ccccc2)oc1C(F)(F)F	101	-0.2
CCc1c(C)[nH]c2ccccc2c1=O	108	0.4
O=C(Cc1n[nH]c(=O)c2ccccc12)OCc1ccc(F)cc1	99	-0.2
O=C1c2ccccc2C(=O)c2c1oc1c3c(ccc21)OCN(CCCN1CCOCC1)C3	86*	-2.3*
Cc1cc(C)c(S(=O)(=O)N2CCSc3ccccc32)c(C)c1	119	1.5
O=C(O)CCCC[C@H]1SC[C@H]2NC(=O)N[C@H]21	104	0.1
Cc1nn(-c2ccccc2)c2c1C(c1ccc(Cl)cc1)N1C(=N2)C(=O)Nc2ccccc21 (configuration not stated)	104	0.2
CCc1ccc2cc(-c3ccccc3)cn2c1	104	0
C/C(=N\NC(N)=S)C1=CC(C)(C)CCC1	110	0.8
CCOC(=O)c1sc(NC(C)=O)c(C#N)c1C	101	-0.2
NCCC(O)C(=O)NC1CC(N)C(OC2OC(CN)C(O)[C@H](O)[C@@H]2N)[C@H](OC2O[C@H](CO)[C@@H](O)[C@@H]2O)[C@@H]1O (some centres not stated)	102	0.3
CCOc1ccccc1C1C(C(=O)Nc2ccccc2)=C(C)Nc2c(C(=O)Nc3ccc(F)cc3)cnn21 (configuration not stated)	106	0.1
COc1cccc(CSc2nc3ccncc3n2CC(=O)Nc2ccc(OC)c(OC)c2OC)c1	110	0.9
CC1(C)C=Cc2cc(OCC(=O)O)ccc2O1	101	-0.1
CC(=O)NC(C)c1nc2ccccc2n1Cc1ccccc1 (configuration not stated)	103	0
CCOc1ccc(-n2ccnc2SCC(=O)Nc2cc(C)ccc2C)cc1	102	-1.2
N#Cc1ccsc1NC(=O)CCS(=O)(=O)c1ccccc1	100	-0.3
C/C(=N\NC(=O)Cc1nc2ccccc2n1C)c1ccc(S(=O)(=O)NCCC(=O)O)cc1	109	0.6
O=C(CC(SCc1ccco1)c1ccc(F)cc1)c1cccs1 (configuration not stated)	105	0.2

Part of the list above, set out differently.
SMILES | PV pol inh | PV pol inh FP z-score
O=C(Nc1ccc2c(c1)OCO2)c1cc(-c2ccccc2)oc1C(F)(F)F | 101 | -0.2
CCOc1ccc(-n2ccnc2SCC(=O)Nc2cc(C)ccc2C)cc1 | 102 | -1.2

Further entries.
SMILES	PV pol inh	PV pol inh FP z-score
CCOC(=O)c1sc(COc2ccc3nonc3c2)nc1C	104	0
COC(=O)C(OC(=O)c1ccc(-n2cccn2)cc1)c1ccccc1 (configuration not stated)	104	0.2
Cc1ccc2cc(C#N)c(NCCNC(=O)Nc3ccccc3C)nc2c1	100	-0.7
COC(=O)C1=C(O)/C(=C\c2cc(C)n(-c3ccc(OC)c(Cl)c3)c2C)N=C1C	99	-0.7
COc1ccc(-c2noc(CSc3nnc(C)n3-c3ccc(C)c(C)c3)n2)c(OC)c1	101	-1.2
Cc1ccc(CN(Cc2ccco2)C(=O)c2ccccc2Br)o1	102	-0.8
COc1cc2[nH]c(=O)c(C(=O)NCCCc3ccccc3)c(O)c2cc1OC	102	-0.1
O=C1CC(c2ccc(F)cc2F)c2cc3c(cc2N1)OCO3 (configuration not stated)	103	-0.6
CC(C)CN(CC(C)C)C(=O)Nc1ccccc1C(F)(F)F	101	-0.1
O=C(NCc1ccccc1Cl)c1cc(-c2ccccc2)n[nH]1	111	0.6
CC(CC1C(C#N)=C(N)SC(N)=C1C#N)c1ccccc1 (configuration not stated)	82	-4.8
N#Cc1c(N)nc(CCc2ccccc2)c(C#N)c1N	123	1.8
O=C(CCn1cccc1)N(CCN1CCOCC1)Cc1ccco1	99	-1.3
O=C(Cn1c(=O)n(Cc2ccco2)c(=O)c2sc3ccccc3c21)NC1CCCC1	102	0.8
Cn1c(=O)c2c(nc(SCC(=O)c3ccccc3)n2CCCc2ccccc2)n(C)c1=O	104	0.5
Cc1ccc(-c2nn(-c3ccccc3)cc2/C=C2\SC(=S)NC2=O)cc1	102	0.2
COc1ccc(-n2cc(C(=O)N(CCN(C)C)Cc3ccccc3)c3ccccc3c2=O)cc1	101	-1.2
CN1C(C(=O)Nc2ccccn2)=C(O)c2sccc2S1(=O)=O	99&99	0&0.2
Cc1ccc(NC(=O)C(=O)NCC(c2cccnc2)N2CCOCC2)cc1 (configuration not stated)	110	0.5
COc1cc(-c2cc3n(C)c(C)c(CCC(=O)O)c(=O)n3n2)cc(OC)c1OC	109	0.5

Whole records, looked up by structure. Order of values: PV pol inh	PV pol inh FP z-score
O=C(OCc1cc(=O)n2nc(C3CC3)sc2n1)c1ccc(NC(=O)c2ccccc2F)cc1 across the screens: 107	0.2
O=C1CC(c2ccc(F)cc2F)c2cc3c(cc2N1)OCO3 (configuration not stated) across the screens: 103	-0.6
COc1cccc(CSc2nc3ccncc3n2CC(=O)Nc2ccc(OC)c(OC)c2OC)c1 across the screens: 110	0.9
COc1ccc(CCNc2ncnc3c2c(-c2ccccc2)cn3-c2ccc(Cl)cc2)cc1OC across the screens: 108	0.2
COc1ccc(-n2cc(C(=O)N(CCN(C)C)Cc3ccccc3)c3ccccc3c2=O)cc1 across the screens: 101	-1.2

Next entries:
SMILES	PV pol inh	PV pol inh FP z-score
CCCNC(=O)N1CCn2cccc2C1C (configuration not stated)	96	-2.5
CC(C)CNc1cc(Cl)c2noc3c2c1C(=O)c1ccccc1-3	71	-7.8
O=C(C1CCCCC1)N(Cc1nc2sc3c(c2c(=O)[nH]1)CCCC3)Cc1cccs1	102	0.3
Cn1nc(C(=O)NCc2cccc(Cl)c2)c2c1-c1ccccc1SC2	115	0.5
Cc1c(F)cccc1NC(=O)c1cc(=O)n(C)c(=O)n1C	103	0.6
Cc1cccc(N2C(=O)C(CC(=O)Nc3ccc(Cl)cc3)N(Cc3ccco3)C2=O)c1 (configuration not stated)	113	1.2
CC(C)CC(=O)NCc1nc2cccnc2n1Cc1ccccc1	111	0.8
COc1cc(C(=O)NC2=C(C#N)CCC2)cc(OC)c1OC	102	-0.3
CC(C)(C)c1ccc(NC(=O)COC(=O)c2ccc(F)cc2F)cc1	101	-0.6
CCNC(=S)Nc1cc(-c2ccc(Cl)cc2)[nH]n1	101	-0.1
CCCCOc1ccc(C(=O)Nc2ccc3c(c2)CCCN3S(=O)(=O)c2ccc(C)cc2)cc1	99	-0.9
COc1ccc(NC(=O)c2cc3c(=O)n(Cc4ccco4)ccc3nc2C)c(OC)c1	95	-2.1
COc1ccc(OC)c(-n2c(-c3cc(-c4ccco4)[nH]n3)n[nH]c2=S)c1	102	0.2
Cc1ccc2nc(Cl)c(CC3CC(c4ccccc4)=NN3C(=O)CCCC(=O)O)cc2c1 (configuration not stated)	101	-0.1
CCCCN(C(=O)c1cccc(S(=O)(=O)N2CCCCC2)c1)C1CCS(=O)(=O)C1 (configuration not stated)	99	-2
C=C1N2CCC(CC2)C1(O)c1ccc(C)cc1 (configuration not stated)	100	-0.2
CCN(CC)S(=O)(=O)c1ccc(/C=C/C(=O)N=c2sccn2C)cc1	105	0.6

Assay outcomes (PubChem BioAssay)
